# Screening results: PubChem, National Center for Advancing Translational Sciences (NCATS)
# PI4K2A block = blocks human PI4K2A kinase activity; activity change, negative = inhibition, % at 76.9 µM; purified PI4K2A, ADP-Glo luminescence, 1 h; stronger effect = lower value; AID 1346378; hit rate 0.13% among 420,000; Q9BTU6; in the data active = activity change below about -50%; inconclusive = mostly about -30% to -49%;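 note: -100% = wells without enzyme as full effect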
#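 PI4K2A activity was measured by ADP-Glo luminescence: enzyme (4 ug/mL stock) and phosphatidylinositol (1.2 mM stock) in Tris pH 7.5/MgCl2/EGTA/Triton X-100 buffer were reacted with ATP (300 microM stock) for one hour at ambient temperature.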
# HP1b binding inh = blocks HP1-beta chromodomain binding to methylated histone tails | hit rate 0.56% among 390,000 | Potency, µM (doses to about 114 µM), inactives show at the top dose activity change, negative = inhibition, most hits filed as inhibitors | AlphaScreen HP1-beta / biotin-H3K9me3 peptide binding | AID 540317; note: potency is the fitted concentration of half-maximal effect; nearly all actives have a fitted effect of over 70% in size; inactives centre near 23
# Target sequence (P83916 whole entry, looked up): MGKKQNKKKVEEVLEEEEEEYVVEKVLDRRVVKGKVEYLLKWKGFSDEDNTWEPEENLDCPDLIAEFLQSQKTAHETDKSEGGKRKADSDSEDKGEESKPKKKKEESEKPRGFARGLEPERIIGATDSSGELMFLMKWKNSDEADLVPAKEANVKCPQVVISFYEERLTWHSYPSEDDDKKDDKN
#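 HP1-beta protein (50 nM final) preincubated 30 min at room temperature with biotinylated H3(1-18)K9me3 peptide (50 nM) in PBS pH 7.4, 0.01% Tween-20, then compound added for 30 min. AlphaScreen streptavidin donor/nickel chelate acceptor beads (10 ug/mL final), 30 min dark, luminescence read.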
# Pin1 inhibitor = inhibitors of human Pin1 | Q13526 | Pin1 FP peptide displacement, HiFluor488, 10 min | Potency, µM (highest dose often 115 µM), inactives show at the top dose activity, negative = inhibition, actives largely listed as inhibitors | hit rate 0.009% among 390,000 | AID 504891; active = well fitted inhibition curve with a large enough effect in the polarisation, with a control signal flat, not every such curve was filed as active; inconclusive = small, poorly fitted or top-dose-only effect, or effect the other way, or a change in a side signal; inactive = no such curve, though single readings can be large or run the other way; the % refers to the polarisation; note: potency is the fitted concentration of half-maximal effect; % is set by controls: 0 for no effect and ±100 for the full control effect
# rTrxR1 inhibitor = inhibitors of rat thioredoxin reductase 1; recombinant rTrxR1, NADPH fluorescence consumption, selenite substrate; Potency, µM (doses to about 114 µM), without a hit: top-dose activity change, negative = inhibition, usual class: inhibitors; O89049; hit rate 1% among 390,000; note: potency is the fitted concentration of half-maximal effect; % is set by controls: 0 for no effect and ±100 for the full control effect; nearly all actives have a fitted effect of over 65% in size
#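 Rat TrxR1 (90 nM in the dispensed reagent) was pre-reduced with 400 uM NADPH for 5 min at room temperature, then incubated with compound for 15 min. After 400 uM selenite was added, NADPH fluorescence (Ex 340/Em 450 nm) was followed for 8 min.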
# mIDH1 inhibitor = human IDH1 R132H inhibition | O75874 | IDH1-R132H enzyme, NADPH consumption, diaphorase/resazurin fluorescence | Potency, µM (series often up to 76.6 µM), inactives show at the highest dose activity change, negative = inhibition, usual class: inhibitors | hit rate 0.093% among 390,000 | AID 602179; note: potency is the fitted concentration of half-maximal effect; % is set by controls: 0 for no effect and ±100 for the full control effect; nearly all actives have a fitted effect of over 65% in size
#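 IDH1-R132H (0.5 ug/mL) preincubated 30 min with compound, then NADPH (0.016 mM) and alpha-KG (2 mM) added; 80 min at RT, pH 7.5. Remaining NADPH coupled via diaphorase/resazurin to fluorescence (540/590 nm); concentration-response curves normalized to no-enzyme control.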
# USP1-UAF1 inh = blocks the human USP1/UAF1 deubiquitinase complex; O94782; recombinant USP1/UAF1, Ub-Rhodamine cleavage fluorescence; hit rate 0.23% among 390,000; Potency, µM (top dose mostly 57.1 µM), for inactives: at the highest dose activity change, negative = inhibition, actives largely listed as inhibitors; AID 743255; note: potency is the fitted concentration of half-maximal effect; % is set by controls: 0 for no effect and ±100 for the full control effect; nearly all actives have a fitted effect of over 60% in size; inactives centre near -12
# Target sequence (O94782 whole entry, looked up): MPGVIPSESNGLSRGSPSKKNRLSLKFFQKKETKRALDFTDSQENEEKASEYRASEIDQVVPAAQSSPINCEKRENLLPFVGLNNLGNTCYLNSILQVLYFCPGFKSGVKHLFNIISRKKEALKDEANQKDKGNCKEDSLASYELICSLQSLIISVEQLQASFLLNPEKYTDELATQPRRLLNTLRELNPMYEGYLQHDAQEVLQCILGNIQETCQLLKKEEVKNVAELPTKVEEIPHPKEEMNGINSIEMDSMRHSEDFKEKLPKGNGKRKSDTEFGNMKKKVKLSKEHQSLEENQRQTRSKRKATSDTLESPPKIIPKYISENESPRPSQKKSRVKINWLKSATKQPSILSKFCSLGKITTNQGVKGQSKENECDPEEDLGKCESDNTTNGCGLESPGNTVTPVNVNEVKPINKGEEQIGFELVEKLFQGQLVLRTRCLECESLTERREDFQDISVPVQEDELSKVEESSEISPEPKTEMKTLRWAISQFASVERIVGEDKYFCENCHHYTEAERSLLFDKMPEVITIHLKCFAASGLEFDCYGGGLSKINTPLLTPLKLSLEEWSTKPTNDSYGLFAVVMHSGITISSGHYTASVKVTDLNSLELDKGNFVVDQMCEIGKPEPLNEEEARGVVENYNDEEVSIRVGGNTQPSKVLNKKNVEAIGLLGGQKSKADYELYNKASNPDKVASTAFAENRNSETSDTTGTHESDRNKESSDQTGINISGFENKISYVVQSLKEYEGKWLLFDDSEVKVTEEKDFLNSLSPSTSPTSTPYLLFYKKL
#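 1 nM enzyme complex + cpd, 15 min RT; start with Ub-Rho 150nM final; kinetic fluorescence ex 480/em 540, 6 reads q60 s. Buffer 50mM HEPES pH 7.8, 0.5mM EDTA, 0.1 mg/ml BSA, 1mM TCEP, 0.01% Tween-20.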
# TrxR1 substrate = rat thioredoxin reductase 1 substrate activity | O89049 | purified TrxR1 substrate turnover, NADPH consumption readout | Potency, µM (highest dose often 114 µM), inactives show at the highest dose activity change, negative = substrate turnover | hit rate 0.01% among 390,000; note: potency is the fitted concentration of half-maximal effect; % is set by controls: 0 for no effect and ±100 for the full control effect; nearly all actives have a fitted effect of over 50% in size
#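 Rat TrxR1, dispensed at 90 nM, was prereduced with 400 uM NADPH (final) for 5 min at ~22 deg C, then incubated with compound 15 min before 400 uM selenite. A first-read NADPH fluorescence drop versus no-compound background flagged substrates.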
# GLS inhibitor = blocks human kidney-isoform glutaminase activity; O94925; GLS enzymatic activity, qHTS titration; Potency, µM (series often up to 45.5 µM), for inactives: at the highest dose activity change, negative = inhibition, actives largely listed as inhibitors; hit rate 0.21% among 410,000; note: potency is the fitted concentration of half-maximal effect; % is set by controls: 0 for no effect and ±100 for the full control effect
#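 Enzyme dispensed in phosphate buffer (45 mM, pH 8.2, 0.02% Tween-20), compounds pinned in, then 1 mM L-glutamine solution and the glutamate oxidase–HRP–Amplex Red mix added; fluorescence read immediately and again after 30 min at room temperature.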
# Tb PGK inh = blocks T. brucei phosphoglycerate kinase; P07378; PGK/GAPDH coupled, Kinase-Glo luminescence, 60 min; Potency, µM (top dose mostly 57.5 µM), for the others: at the top dose activity change, negative = inhibition, usual class: inhibitors; hit rate 0.043% among 380,000; note: potency is the fitted concentration of half-maximal effect; % is set by controls: 0 for no effect and ±100 for the full control effect; nearly all actives have a fitted effect of over 60% in size
#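 Recombinant glycosomal PGK reaction used 1,3-bisphosphoglycerate generated in-well by GAPDH (100nM final) in 100mM TEA pH 7.6, 5mM MgCl2, 0.01% Tween-20. After 60 minutes at room temperature, ATP was read by Kinase-Glo Plus luminescence end-point.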
# Numbers without * were called inactive; i = inactive; ? = inconclusive; · = no result given; [ ] = dose if it differs, or a comment. Unless noted, calls come from the whole dose curve; as a rule, active = well fitted curve in the direction sought with a large enough effect; inconclusive = small, poorly fitted or top-dose-only effect, or another doubt; inactive = no such curve, though single readings can be large; an effect the other way counts as inactive or inconclusive. This is a subset; rates above refer to the full screens.
SMILES,PI4K2A block,HP1b binding inh,Pin1 inhibitor,rTrxR1 inhibitor,mIDH1 inhibitor,USP1-UAF1 inh,TrxR1 substrate,GLS inhibitor,Tb PGK inh
Cc1ccc2c(C)c(C(=O)NCC3CCOCC3)oc2c1C,1,·,·,·,5%,?,·,0%,-9%
CC(C)(C)OC(=O)NC1CCN(S(=O)(=O)c2ccc3c(c2)OCCO3)CC1,-1,3%,-3%,8%[57.1 µM],-9%,-15%,4%[57.1 µM],-3%,4%
CCC(C)[C@H](NC(=O)NCc1ccc(S(N)(=O)=O)cc1)C(=O)O (some centres undefined),-2,26%,-1%,5%,-6%,-11%,0%,12%,2%
COc1ccc(-c2csc(N(CCc3ccc(OC)c(OC)c3)C(=O)COc3ccccc3)n2)cc1,3,23%,9%,18%,2%,-21%,5%,8%,-3%
O=C(CSc1nnc(-c2ccccc2)n1Cc1ccccc1)N1CCCC1,2,71%[activator],-1%,30%[57.1 µM],1%,-15%,18%[57.1 µM],-23%,5%
CNC(=S)N(CCc1ccccc1)Cc1cc2cc(OC)c(OC)cc2[nH]c1=O,1,17%,-6%,-14%,0%,-10%,23%,15%,3%
CCn1c(Cn2nnc(-c3ccccc3)n2)nnc1SCC(=O)Nc1ccc(C(C)=O)cc1,2,6%,0%,18%,-1%,-18%,7%,7%,-9%
CCOC(=O)N1CCN(C(=O)CSc2nnc(CNC(=O)c3ccccc3F)o2)CC1,2,50%,2%,5%,3%,-12%,-8%,0%,-6%
CCCCNC(=O)/C(=C\c1ccc([N+](=O)[O-])o1)NC(=O)c1ccccc1,-6,-7%,22%,?,0%,-10%,-11%[57.1 µM],0%,12%
COCCCn1c(SCC(=O)Nc2ccccc2F)nnc1-c1ccoc1C,0,0%,-11%,12%[57.1 µM],0%,-13%,4%[57.1 µM],-2%,9%
CCOC(=O)Cc1csc(NC(=O)C2CCCCC2C(=O)O)n1 (centres undefined),-10,32%,-11%,5%,7%,-22%,2%,2%,-10%
COc1ccc(C(=O)Nc2ccc(-c3nc4ncccc4o3)cc2C)cc1Br,2,26%,-5%,79%[activator],-11%,-9%,203%[activator],11%,2%
Cc1ccc(NC(=O)Nc2ccc3c(c2)CCC3)cc1,3,58%[activator],-4%,23%,-10%,-14%,1%,-2%,-4%
CCOc1ccccc1NC(=O)C1=C(C)NC(=O)NC1c1cccs1 (centres undefined),-2,31%,-3%,20%,7%,-26%,-1%,-1%,-10%
CC(C)(C)C(=O)N1CCC2CC1c1cc(Cl)ccc12 (centres undefined),1,25%,0%,11%,-2%[38.3 µM],-22%,4%,0%,10%
CC(C)(C)c1ccc(Oc2ccc(NC(=O)CCCC(=O)O)cn2)cc1,1,28%,13%,-6%[57.1 µM],1%,-3%,-25%[57.1 µM],-4%,-1%
COC(=O)c1sccc1NC(=O)c1ccc(OC)cc1OC,-8,35%,0%,35%,5%,-9%,21%,-2%,1%
Cc1ccc(C(=O)Nc2ccc(Br)c(C(F)(F)F)c2)cc1,0,56%[activator],0%,-4%,18%,?,-9%,2%,4%
CCOc1ccc(N2C(=O)CC(N3CCN(c4ccc(F)cc4)CC3)C2=O)cc1 (centres undefined),10,55%[activator],-2%,-20%,-15%,-20%,0%,2%,-3%
COc1ccc(OC)c(CNS(=O)(=O)c2ccc(-c3cc(C(F)(F)F)on3)s2)c1,0,22%,-6%,9%[57.1 µM],1%,-22%,-9%[57.1 µM],-7%,0%

# Already shown: an excerpt of the list.
SMILES,PI4K2A block,HP1b binding inh,Pin1 inhibitor,rTrxR1 inhibitor,mIDH1 inhibitor,USP1-UAF1 inh,TrxR1 substrate,GLS inhibitor,Tb PGK inh
CCOc1ccc(N2C(=O)CC(N3CCN(c4ccc(F)cc4)CC3)C2=O)cc1 (centres undefined),10,55%[activator],-2%,-20%,-15%,-20%,0%,2%,-3%
COc1ccc(OC)c(CNS(=O)(=O)c2ccc(-c3cc(C(F)(F)F)on3)s2)c1,0,22%,-6%,9%[57.1 µM],1%,-22%,-9%[57.1 µM],-7%,0%

# Continuation:
SMILES,PI4K2A block,HP1b binding inh,Pin1 inhibitor,rTrxR1 inhibitor,mIDH1 inhibitor,USP1-UAF1 inh,TrxR1 substrate,GLS inhibitor,Tb PGK inh
Cc1ccc(NC(=O)Nc2cc(S(C)(=O)=O)ccc2Cl)cc1,-2,12%,0%,17%,17%,-15%,4%,-11%,5%
COc1cc(Cl)c(C)cc1NC(=O)c1ccc2c(Cl)c3c(nc2c1)CCC3,5,42%[activator],-1%,13%,2%,-5%,-2%,-15%,i
COc1ccc(C2C(C(=O)Nc3cccc(C)n3)c3ccccc3C(=O)N2C)cc1OC (centres undefined),4,33%,-5%,-17%,1%,-13%,-10%,-16%,i
COc1ccc(OC)c(COC(=O)c2cccc(S(=O)(=O)N3CCCCC3)c2)c1,-3,34%,9%,35%,0%,-7%,-1%,-2%,-5%
O=C(Nc1ccc(CN2CCS(=O)(=O)CC2)cc1)c1ccc(C(F)(F)F)cc1,3,29%,-8%,10%[57.1 µM],4%,-7%,-3%[57.1 µM],-7%,-4%
O=C(COC(=O)c1cccc(S(=O)(=O)N2CCOCC2)c1)NCc1ccc2c(c1)OCO2,3,37%[activator],3%,30%,0%,?,3%,-16%,-8%
CC(=O)CSc1nc(N(C)C)nc(N(C)C)n1,0,55%[activator],-5%,14%,5%,-21%,5%,-4%,i
COc1ccc(/C=C/C(=O)N2CCN(c3ccccn3)CC2)cc1OC,4,23%,2%,3%,-1%,-13%,-8%,-18%,-11%
Cc1cc(C)cc(OCC(O)CN2CCC(CN3C(=O)c4cccc5cccc(c45)C3=O)CC2)c1 (centres undefined),-2,-12%,-4%,8%,-2%,-15%,3%,24%,-9%
CN(CC(=O)Nc1cccc(F)c1)C(=O)CCCc1cccs1,6,31%,-10%,-13%,11%,-14%,-10%,-16%,-4%
CC(=O)NC(C)c1cc(Cl)c2ccccc2c1O (centres undefined),4,43%[activator],-7%,59%[activator],·,·,11%,7%,-7%
O=C(COc1ccc(Oc2ccccc2)cc1)NC1CCS(=O)(=O)C1 (centres undefined),-1,9%[57 µM],-4%,-6%[2.29 µM],-2%,-14%,-4%[2.29 µM],2%,-10%
Cn1c(=O)c2c(n3ncnc13)NC(=O)CC2c1cccc(F)c1 (centres undefined),3,30%,1%,1%,2%,-2%,-5%,0%,-8%
Cc1ccc2c(c1)-c1cc(C)nn1C(c1cc(Br)ccc1O)N2 (centres undefined),-3,34%[activator],2%,13%,27%,-17%,8%,2%,i
O=C(NC1CCCC1)c1sc(=S)n2c1[nH]c(=O)c1ccccc12,5,-36%,?,2%,8%,-19%,-2%,6%,-1%
CC1CCc2c(sc(NC(=O)C(=O)NCc3ccco3)c2C#N)C1 (centres undefined),-1,14%,-1%,9%,14%,-8%,-6%,2%,-6%
CCc1ccc(N2CCn3c2nc2c3c(=O)n(CCc3ccccc3)c(=O)n2C)cc1,-3,53%[activator],-3%,18%,-24%,12%,-5%,-10%,7%
CC(C)OCCCNc1nc(-c2ccccc2)nc2ccccc12,-1,56%[activator],-11%,5%,5%,-15%,-5%,17%,-2%
Cc1ccc(C(=O)NC(=O)CSc2nnc(C)s2)cc1,1,65%[activator],-2%,10%,8%,-13%,5%,-5%,-4%
CCN(CCc1ccccc1)c1ccc2c(c1)C1CC2CCN1Cc1ccccc1 (centres undefined),4,·,·,·,-4%,-7%,·,3%,-3%
CCOC(=O)C1(CC2CC2)CCN(Cc2ccc(C(=O)OC)cc2)CC1,-5,42%[activator],-1%,13%,5%,-7%,-4%,0%,-5%
COc1cccc(S(=O)(=O)N(C)C[C@H]2OCc3cnnn3CCCC(=O)N([C@@H](C)CO)C[C@@H]2C)c1,-1,·,·,·,13%,-26%,·,-11%,i
Cc1ccccc1OCCCCn1nnc2sc3c(c2c1=O)CCC(C)C3 (centres undefined),1,118%[activator],5%,-6%,·,-27%,-7%,-13%,·
Cc1occc(=O)c1OCc1ccccc1,-9,25%,2%,28%[57.1 µM],8%,-12%,7%[57.1 µM],3%,-2%
Nc1cnc(CNc2ccccc2Cl)cn1,-1,17%,7%,1%,-11%,-17%,-4%,-4%,1%
CC1(C)CC(=O)C(C(O)c2ccccc2)C(C)(C)N1 (centres undefined),2,50%[activator],-2%,40%,0%,-18%,14%,2%,-1%
Cc1c(C)n(Cc2ccc(Cl)cc2)c2ccc(C(=O)NCCc3ccc(S(N)(=O)=O)cc3)cc12,4,42%[activator],14%,20%[57.1 µM],-16%,?,3%[57.1 µM],-10%,-1%
CC(=O)N1N=C(c2ccc(Br)cc2)OC12CCCC2,1,59%[activator],-1%,-9%[57.1 µM],4%,-12%,15%[57.1 µM],-7%,4%
CN1CCN(C(=S)Nc2ccc(S(N)(=O)=O)cc2)CC1,3,33%,3%,-19%,-1%,-13%,-3%,11%,6%
Oc1ccc(-n2nnnc2SCc2ccccc2Br)cc1,4,75%[activator],2%,25%,-1%,-22%,2%,-1%,-2%
Cc1ccc(/C=N/Nc2ccc(C(=O)O)cc2)o1,-25,27%,-11%,-2%,3%,1%,-11%,0%,-9%
CCCOc1ccc(NC(=O)CC2C(=O)N(c3ccccc3)C(=O)N2CCC(C)C)cc1 (centres undefined),-11,31%,-3%,6%,0%,-6%,-11%,2%,i
